ALOX12 inh: ALOX12 (human) lipoxygenase inhibition | P18054 | purified 12hLO, xylenol orange hydroperoxide absorbance | Potency, µM (series often up to 108 µM), for the others: top-dose activity change, negative = inhibition, most hits filed as inhibitors | 1.1% of 580,000 active | AID 1671190; note: potency is the fitted concentration of half-maximal effect
Target sequence (P18054 whole entry, looked up): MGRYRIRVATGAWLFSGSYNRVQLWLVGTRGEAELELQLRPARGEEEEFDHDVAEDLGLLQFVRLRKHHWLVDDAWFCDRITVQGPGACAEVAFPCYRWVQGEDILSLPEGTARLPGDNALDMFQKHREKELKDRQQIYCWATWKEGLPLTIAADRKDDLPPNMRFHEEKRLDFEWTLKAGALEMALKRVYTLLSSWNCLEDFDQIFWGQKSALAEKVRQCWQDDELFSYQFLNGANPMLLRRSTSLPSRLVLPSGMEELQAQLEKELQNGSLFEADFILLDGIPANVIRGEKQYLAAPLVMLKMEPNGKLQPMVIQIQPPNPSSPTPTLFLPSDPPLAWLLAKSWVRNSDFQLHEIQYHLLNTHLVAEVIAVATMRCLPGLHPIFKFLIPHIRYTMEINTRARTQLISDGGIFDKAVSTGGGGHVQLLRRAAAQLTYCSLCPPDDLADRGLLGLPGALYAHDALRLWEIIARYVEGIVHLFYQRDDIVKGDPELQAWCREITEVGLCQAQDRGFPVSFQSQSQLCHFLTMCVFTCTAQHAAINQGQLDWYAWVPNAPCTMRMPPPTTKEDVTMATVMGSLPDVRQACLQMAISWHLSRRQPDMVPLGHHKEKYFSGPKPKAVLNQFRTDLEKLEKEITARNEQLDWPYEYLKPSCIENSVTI
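Purified human 12hLO (150 nM final) in 25 mM Hepes, 0.01% Triton X-100, pH 7.0 was preincubated 15 min at room temperature with compound. Then 40 uM arachidonic acid was added, 30 min. Hydroperoxide was read by Fe-XO absorbance ratio 573/405 nm.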
PI4K2A inh: blocks human PI4K2A kinase activity; purified PI4K2A, ADP-Glo luminescence, 1 h; active compounds read low; activity change, negative = inhibition, % at 76.9 µM; Q9BTU6; 0.13% of 420,000 active; in the data active = activity change below about -50%; inconclusive = mostly about -30% to -49%;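 note: -100% = wells without enzyme as full effect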
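ADP-Glo luminescence measured ADP generated by PI4K2A enzyme (4 ug/mL before mixing) with 1.2 mM PI substrate (pre-mix) and 300 microM ATP (pre-mix). Tris pH7.5 buffer with MgCl2, Triton X-100; 1 h reaction at ambient temperature.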
GLS inh: blocks human kidney-isoform glutaminase activity; AID 624170; GLS enzymatic activity, qHTS titration; O94925; Potency, µM (top dose mostly 45.5 µM), without a hit: top-dose activity change, negative = inhibition, usual class: inhibitors; 0.21% of 410,000 active; note: potency is the fitted concentration of half-maximal effect
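Glutamate formation by hKGA was monitored fluorometrically using coupled glutamate oxidase, HRP and Amplex Red. Substrate was added as 1 mM L-glutamine solution; incubation was 30 min at RT after an initial read.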
The depositor's hits bear a star; ? = inconclusive; [ ] = another dose, or the depositor's remark. Unless noted, calls come from the whole dose curve; as a rule, active = well fitted inhibition curve with a large enough effect; inconclusive = small, poorly fitted or top-dose-only effect, or another doubt; inactive = no such curve, though single readings can be large or run the other way. Unless noted, % is set by controls: 0 for no effect and ±100 for the full control effect.

SMILES	ALOX12 inh	PI4K2A inh	GLS inh
COC(=O)[C@@]1(Cc2ccc(OC)cc2)[C@H]2c3cc(C(=O)N4CCCC4)n(Cc4ccc(OC(F)(F)F)cc4)c3C[C@H]2CN1C(=O)c1ccccc1	-11%	-5	1%
Cc1ccc(CN2CCC2(C)C(=O)NC2CCc3ccccc32)cc1 (centres undefined)	?	0	2%
CC1=C(C(=O)N(C)C)CC(CC(=O)NCCc2ccccn2)C(=O)N1Cc1ccc(C(C)(C)C)cc1 (centres undefined)	23%	-1	0%
CCCCN(C)C(=O)c1ccc(Nc2nc(C(N)CCc3ccccc3)cs2)nc1 (centres undefined)	-8%	5	9%
C[C@@H]1CCCCO[C@H](CN(C)Cc2ccc(C(=O)O)cc2)[C@@H](C)CN([C@H](C)CO)C(=O)c2cc(NC(=O)CCC(F)(F)F)ccc2O1	-25%	-7	2%
CCCCNC(=O)C1(C)CCN1C(=O)c1ccc(F)cc1Cl (centres undefined)	14%	3	3%
CC(C)C[C@H]1CNC(=S)N1C[C@H]1CCCN1C[C@H](Cc1ccccc1)N1C[C@H](CC(C)C)N(CCc2ccccc2)C1=S	?	0	-8%
CN(Cc1ccccc1)C(=O)c1csc([C@H]2C[C@H](O)[C@@H](CO)O2)n1	-6%	-9	0%
Cc1ccc(-c2nc3ccc(Cl)cn3c2Cc2ccccc2)cc1	-17%	-5	-1%
N#Cc1ccc(OCC(=O)Nc2nc(-c3ccccn3)cs2)cc1	18µM*	-11	-5%
C[C@@H]1CN([C@H](C)CO)C(=O)CCCn2cc(nn2)CO[C@H]1CN(C)S(=O)(=O)c1ccc(C#N)cc1	-17%	-8	-3%
Cc1ccc(C(=O)OCC(=O)Nc2cccc(S(=O)(=O)N3CCCCC3)c2)s1	-5%	-3	-4%
COc1ccc(Cl)cc1Cn1c(C)c(C(=O)NCc2ccccc2C(F)(F)F)sc1=O	10%	-4	16%
O=C(C[C@@H]1C[C@@H]2c3cc(NC(=O)C4CCOCC4)ccc3O[C@@H]2[C@H](CO)O1)NCc1ccccn1	-26%	1	-15%
COc1ccccc1N1CCN(CC(=O)NC(=O)NCc2ccccc2)CC1	-8%	-4	14%
CC(O)(c1cccnc1)c1nc(-c2ccc3c(c2)OCO3)cs1 (centres undefined)	-12%	-1	6%
COc1c2ccccc2nn1C(C)C	73%[activator]	6	-7%
CCC[C@H]1CN(c2ccccc2)C(=O)[C@@H]1CC(=O)Nc1ccccc1	-19%	3	-2%
CN[C@@H](CO)C(=O)NC[C@H]1O[C@@H](n2cnc3c(N)ncnc32)[C@H](O)[C@@H]1O	-11%	-16	-1%
Cc1ccccc1-c1n[nH]nc1C1=CC(=O)CC(C)(C)C1	13%	0	-1%
Cc1onc(-c2ccccc2Cl)c1C(=O)NCc1nnnn1-c1ccc(F)c(F)c1	-27%	3	2%
COC(=O)[C@]12CCCCC=C1N(Cc1ccccc1)C(=O)[C@H](CC(=O)NCC13CC4CC(CC(C4)C1)C3)C2	?	-1	2%
Cc1ccc(C(=O)N/N=C/c2cccnc2)cc1Cl	10%	1	3%
CC(C)c1ccc(NC(=O)Nc2nc(C(N)C(C)C)cs2)cc1 (centres undefined)	-40%	-1	15%
CC(C)c1ccc(NC(=O)C2(C)Cc3c(-c4ccccc4)ccnc3O2)cc1 (centres undefined)	-7%	2	-6%
CCCCOc1ccc(C(=O)NCCN2CCC(n3c(=O)[nH]c4ccccc43)CC2)cc1	?	-5	1%
CCc1nc2ccc(C(=O)N3CCN(c4ccccc4)CC3)cn2c1N(C)CCC(C)C	?	3	24%
COCCNC(=O)C1(C)CCCN(C(=O)c2cccc(C(F)(F)F)c2)C1 (centres undefined)	-9%	-3	-3%
COc1ccc(-c2[nH][nH]c(=O)c2NC(=O)c2ccccc2Br)cc1	-8%	-25	72%[activator]
O=C(COc1ccc(Cl)cc1Cl)NCCN1CCCCC1	?	6	-10%
CCCS(=O)(=O)NC(=O)C1(C)CCN1C(=O)Cc1ccc(Cl)cc1Cl (centres undefined)	-7%	1	-2%
CCOC(=O)[C@]12CCC=C1N(Cc1cccc3ccccc13)C(=O)[C@H](CC(=O)NCc1ccccc1)C2	1%	-5	1%
O=C1NC[C@H](CC2CCCCC2)N(CCC23CC4CC(CC(C4)C2)C3)C1=O	-4%	-2	-18%
CCCNC(=O)C1(C)CCCN(C(=O)c2cc(F)cc(F)c2)C1 (centres undefined)	-2%	-5	6%
O=C(NCc1ccccn1)c1[nH]c(C(F)(F)F)nc1-c1ccccc1	52%[activator]	2	-1%
CCc1ccc(NC(=O)C(=O)NCCN2CCN(C(=O)c3ccc(OC)cc3)CC2)cc1	6%	-5	-1%
CC(=O)C(=Cc1ccccc1)c1ccccc1	11%	-6	4%
CC(=O)Oc1ccc(CN2C(=O)C(CCc3ccccc3)ON=C2c2cnccn2)cc1 (centres undefined)	10%	3	3%
O=C(OCc1cn([C@@H]2C[C@H](c3ccccc3)N(Cc3cccs3)C[C@H]2O)nn1)c1ccccc1	1%	0	-4%
C[C@H]1CN([C@@H](C)CO)S(=O)(=O)c2ccc(Br)cc2O[C@H]1CN(C)S(=O)(=O)c1ccccc1F	?	2	-10%

Part of the list above, field by field:
structure: CC(=O)C(=Cc1ccccc1)c1ccccc1
  ALOX12 inh: 11%
  PI4K2A inh: -6
  GLS inh: 4%
structure: CC(C)c1ccc(NC(=O)C2(C)Cc3c(-c4ccccc4)ccnc3O2)cc1 (centres undefined)
  ALOX12 inh: -7%
  PI4K2A inh: 2
  GLS inh: -6%
structure: CCc1nc2ccc(C(=O)N3CCN(c4ccccc4)CC3)cn2c1N(C)CCC(C)C
  ALOX12 inh: ?
  PI4K2A inh: 3
  GLS inh: 24%
structure: CCCNC(=O)C1(C)CCCN(C(=O)c2cc(F)cc(F)c2)C1 (centres undefined)
  ALOX12 inh: -2%
  PI4K2A inh: -5
  GLS inh: 6%

Next section
SMILES	ALOX12 inh	PI4K2A inh	GLS inh
CCCCCCCCN1C(=O)[C@H](CC(=O)NCCCN2CCCC2=O)C[C@@]2(C(=O)OC)CCCCC=C12	-10%	-1	-2%
CCCN(C)C1CN(Cc2cn(Cc3ccc(F)cc3)nn2)S(=O)(=O)C1 (centres undefined)	?	4	-1%
CSc1ncnc2c1ncn2CCCNCCCc1ccccc1	-26%	-2	1%
NC(=O)c1cccc(-c2coc3c(C(=O)NCc4ccccc4)cccc23)c1	-4%	7	-7%
CCOc1cccc(-c2cnc3cccnn23)c1	?	4	-2%
O=C1NC[C@@H](CCCCN2C[C@H](Cc3ccccc3)N(CCC3CCCCC3)C(=O)C2=O)N(CC2CCCCC2)C1=O	?	-1	-1%
CCN(CC)C(=O)C1CCCN(C(=O)c2ccc3nc(-c4cccc(OC)c4)oc3c2)C1 (centres undefined)	8%	-3	-5%
CC(C)C[C@H]1CNC(=S)N1C[C@H]1CCCN1C[C@H](Cc1ccc(O)cc1)N1C[C@H](Cc2ccccc2)N(CC2CCCCCC2)C1=S	?	-3	-4%
Cc1ccc(-c2nc3ccc(C)cn3c2Cc2ccccn2)cc1	23%	10	0%
O=S1(=O)CC(N2CCN(CCO)CC2)CN1Cc1cn(Cc2ccc(Cl)cc2)nn1 (centres undefined)	25µM*	-7	-24%
COc1ncnc2c1ncn2CCCNCCCN1CCCC1=O	?	5	-12%
C[C@H](CO)N1C[C@H](C)[C@H](CN(C)C(=O)CC2CC2)Oc2cc(Br)ccc2S1(=O)=O	-29%	-2	0%
Cc1ccc(C(=O)N2CCC(N3CCC(C(=O)N4CCOCC4)CC3)CC2)cc1	-17%	-6	2%
CN1CCN(c2cc(CNC[C@H]3O[C@@H](n4cnc5c(=O)[nH]c(N)nc54)[C@H](O)[C@@H]3O)ccc2F)CC1	-5%	0	25%
COc1cc(-c2coc3c(C(=O)Nc4ccc(C(C)C)cc4)cccc23)ccc1O	-21%	-1	9%
Nc1ccn([C@@H]2O[C@H](C(=O)N[C@H]3c4ccccc4C[C@H]3O)[C@@H](O)[C@H]2O)c(=O)n1	-62%	0	2%
COC(=O)[C@]12CCCCC=C1N(Cc1ccccc1)C(=O)[C@H](CC(=O)NCCc1ccccc1OC)C2	-8%	2	-3%
COc1ccccc1Cc1c(C(C)(C)C)nc2ccc(C)cn12	?	-7	-3%
O=C(NCc1cccc(F)c1)Nc1nnc([C@@H]2C[C@H](O)[C@@H](CO)O2)s1	-6%	-2	-1%
CCOC(=O)C(c1nc2ccccc2[nH]1)n1c(-c2ccccn2)nc2ccccc21 (centres undefined)	13%	-1	-3%

ALOX12 inh: hit marks shown above
SMILES	ALOX12 inh	PI4K2A inh	GLS inh
N#Cc1ccc(OCC(=O)Nc2nc(-c3ccccn3)cs2)cc1	18µM*	-11	-5%
O=S1(=O)CC(N2CCN(CCO)CC2)CN1Cc1cn(Cc2ccc(Cl)cc2)nn1 (centres undefined)	25µM*	-7	-24%

(list continues)
SMILES	ALOX12 inh	PI4K2A inh	GLS inh
C[C@H](NC(=O)C1CCN(S(=O)(=O)c2ccccc2)CC1)C(=O)NCc1ccncc1	-1%	2	-3%
CCOC(=O)[C@]12CCC=C1N(Cc1cccc3ccccc13)C(=O)[C@H](CC(=O)N1CCN(C(=O)C3CC3)CC1)C2	-1%	0	2%
COc1cccc(C(=Cc2ccc([N+](=O)[O-])cc2)C(=O)O)c1	-8%	-3	6%
CC(C)C[C@@H](COCc1ccc(C(F)(F)F)cc1)N1CCN(C(=O)c2ccc(C(F)(F)F)cc2)CCC1=O	?	-2	-5%
O=C(Nc1cccc(OC(F)(F)F)c1)C1Cc2c(-c3ccc4c(c3)OCO4)ccnc2O1 (centres undefined)	-29%	-1	-14%
Cc1onc(-c2ccccc2)c1C(=O)OCC(=O)c1ccc(F)cc1	-17%	-6	1%
CCCCCNc1ncnc2c(C)[nH]nc12	0%	-13	11%
CCCOc1ccccc1NC(=O)/C=C/c1ccc(OC)c(S(=O)(=O)N2CCOCC2)c1	-1%	2	2%
Cc1cccc(CNC(=O)Nc2nnc([C@@H]3C[C@H](O)[C@@H](CO)O3)s2)c1	-34%	-4	2%
COc1cccc(CNC(=O)[C@@H]2CCCN2C(=O)[C@@H]2CCCN2)c1	1%	-7	5%
CC[C@H](C)[C@H]1CNC(=S)N1CC1CCN(CC)CC1	-8%	-2	3%
Cc1ccccc1Cn1c(C)c(C(=O)NCCC#N)sc1=O	23%	-2	-16%
Cc1ccc(C(O)c2ncc(-c3ccccc3C)[nH]2)cc1F (centres undefined)	8%	2	-2%
O=C(Nc1oc2ccccc2c(=O)c1-c1ccc2c(c1)OCO2)c1ccco1	-27%	-13	5%
CN1CCN(C(=O)c2cc3c(c(-c4cccc(Br)c4)n2)[C@@H](CCO)N(S(=O)C(C)(C)C)C3)CC1 (some centres undefined)	?	-3	-3%
O=C(OCc1ccccc1F)c1cc(S(=O)(=O)N2CCCCC2)ccc1N1CCOCC1	-4%	0	0%
O=C(COC(=O)c1cccc(Cl)c1Cl)NC1CCCCCC1	12%	-3	-2%
CC1=C(C(=O)N(C(C)C)C(C)C)CC(CC(=O)NCCCN(C)C)C(=O)N1Cc1ccccc1 (centres undefined)	-4%	-2	2%
CC(=O)N1CCN(Cc2cc(=O)oc3ccc4ccccc4c23)CC1	-9%	-1	-2%
COCCNC(=O)C1(C)CCCN(C(=O)c2c(F)ccc(C)c2F)C1 (centres undefined)	2%	-2	11%
CCCCN1C(=O)C(CC(=O)NC2CCCC2)CC(C(=O)N(C(C)C)C(C)C)=C1C (centres undefined)	?	-13	7%
CC(=O)Oc1ccc(-c2csc(Nc3ccccn3)n2)cc1	-2%	-13	2%
Cc1cccc(C)c1NC(=O)c1csc([C@H]2C[C@H](O)[C@@H](CO)O2)n1	-6%	1	19%
O=C1NC[C@@H](CCCCN2C[C@H](Cc3ccc(O)cc3)N(CC3CCCCC3)C(=O)C2=O)N(CCC2CCCCC2)C1=O	?	6	2%
CCc1nc2c(OCCn3cccc3)cccn2c1N(C)C(=O)C1CC1	-3%	-9	4%
CCOC1=C2[C@@H](CN(S(=O)(=O)c3ccccc3)[C@H]2c2ccccc2)[C@H]2C(=O)N(c3ccccc3)C(=O)[C@H]2C1	-2%	3	-17%

Gathered by group, the compounds so far containing bromine
SMILES	ALOX12 inh	PI4K2A inh	GLS inh
COc1ccc(-c2[nH][nH]c(=O)c2NC(=O)c2ccccc2Br)cc1	-8%	-25	72%[activator]
C[C@H]1CN([C@@H](C)CO)S(=O)(=O)c2ccc(Br)cc2O[C@H]1CN(C)S(=O)(=O)c1ccccc1F	?	2	-10%
C[C@H](CO)N1C[C@H](C)[C@H](CN(C)C(=O)CC2CC2)Oc2cc(Br)ccc2S1(=O)=O	-29%	-2	0%
CN1CCN(C(=O)c2cc3c(c(-c4cccc(Br)c4)n2)[C@@H](CCO)N(S(=O)C(C)(C)C)C3)CC1 (some centres undefined)	?	-3	-3%

Screening results: PubChem, National Center for Advancing Translational Sciences (NCATS)

The list is partial; count on the stated rates, not on these rows.
